High-throughput results deposited in PubChem BioAssay by National Center for Advancing Translational Sciences (NCATS).
D1 ag: agonists of human D1 dopamine receptor. HEK293 T-REx D1 cells, calcium flux, agonist mode. activation, % at 2 µM. AID 504660. hit rate 1% among 360,000; in the data active means activation above about 30%; further: 0% is about no effect
Target sequence (P21728 whole entry, looked up): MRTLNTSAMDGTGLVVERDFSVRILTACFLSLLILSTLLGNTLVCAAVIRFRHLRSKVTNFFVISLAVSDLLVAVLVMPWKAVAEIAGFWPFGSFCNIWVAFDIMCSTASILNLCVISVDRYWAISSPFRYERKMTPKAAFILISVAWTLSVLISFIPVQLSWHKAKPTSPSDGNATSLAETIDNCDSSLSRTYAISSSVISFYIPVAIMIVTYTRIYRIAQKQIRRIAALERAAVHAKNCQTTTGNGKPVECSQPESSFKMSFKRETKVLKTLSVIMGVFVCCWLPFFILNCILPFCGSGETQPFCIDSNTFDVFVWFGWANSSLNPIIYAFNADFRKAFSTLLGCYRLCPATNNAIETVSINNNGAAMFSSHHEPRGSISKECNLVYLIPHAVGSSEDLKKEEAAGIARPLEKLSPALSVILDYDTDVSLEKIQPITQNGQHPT
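Agonism was scored from calcium flux recorded over 180 s (1 read/s) after pintool compound addition, following a 10-cycle baseline. Cells were inducible force-coupled HEK293 TREx D1, plated overnight at 30 C and loaded with no-wash calcium dye.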
TRHR enhancer: allosteric enhancers of human TRH receptor. TRHR cells, fluo-8 calcium fluorescence, EC20 TRH enhancement. P34981. enhancement, % at 2 µM. hit rate 0.66% among 360,000. AID 493056; in the data active means enhancement above about 30%; further: 0% is about no effect
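Enhancer read-out: after compound pinning and an initial kinetic agonist-mode read, an EC20 of TRH (10 nM final) was injected and fluo-8 calcium signal (Ex 480/Em 530) followed at 1 s/cycle for 100 cycles in TRHR-expressing cells.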
D2 agonist: D2 dopamine receptor (human) agonism; P14416; HEK293 T-REx D2 cells, calcium flux agonist mode; activation, % at 2 µM; hit rate 0.53% among 340,000; AID 485358;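 active means activation over 3 SD above normal in the single-dose calcium agonist read, cut at about 30% in these data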; further: 0% is about no effect
Target sequence (P14416 whole entry, looked up): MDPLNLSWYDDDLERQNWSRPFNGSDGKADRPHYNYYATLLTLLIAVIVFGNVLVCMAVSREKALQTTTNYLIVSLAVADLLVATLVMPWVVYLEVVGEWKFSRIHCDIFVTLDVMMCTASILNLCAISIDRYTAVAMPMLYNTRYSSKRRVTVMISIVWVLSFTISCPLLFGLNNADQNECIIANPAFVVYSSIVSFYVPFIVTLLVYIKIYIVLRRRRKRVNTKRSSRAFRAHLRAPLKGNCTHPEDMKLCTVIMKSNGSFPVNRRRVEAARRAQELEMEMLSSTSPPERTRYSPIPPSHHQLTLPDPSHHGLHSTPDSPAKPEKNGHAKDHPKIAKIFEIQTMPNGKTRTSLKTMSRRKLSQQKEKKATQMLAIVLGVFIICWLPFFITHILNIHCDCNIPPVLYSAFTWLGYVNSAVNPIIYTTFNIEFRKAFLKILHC
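Tetracycline-induced HEK293 T-REx cells with force-coupled D2 receptor, plated overnight at 30 C, loaded with no-wash calcium dye. After a 10 s baseline, compound was pin-added and calcium flux read kinetically for 180 s; calcium rises flagged agonists.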
D1 antag: human D1 dopamine receptor antagonism; P21728; HEK293 TREx D1 cells, calcium flux, dopamine EC80; hits give low values; activity change, negative = inhibition, % at 10 µM; hit rate 3.2% among 360,000; AID 504652; in the data active means activity change below about -30%; further: on the % scale 0 is the no-effect control and ±100 the full control effect
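Inducible Hek293 Trex D1 cells (tetracycline, overnight, 30 C). Calcium dye 30–90 min RT. Antagonist mode: EC80 dopamine added after 180 s compound read.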
D2 PAM: D2 dopamine receptor (human) potentiation. P14416. HEK293 T-REx D2, calcium flux, EC20 dopamine potentiation. potentiation, % at 10 µM. hit rate 0.34% among 340,000. AID 485347;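 active means potentiation over 3 SD above the plate norm, cut at about 30% in these data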; further: 0% is about no effect
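Cells plated with tetracycline inducer and held overnight at 30 C; calcium dye loaded 30–90 min at room temperature; baseline taken, compound added and read 180 s; EC20 dopamine then added and read 180 s.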
D2 antagonist: antagonizes the human D2 dopamine receptor. inhibition, % at 10 µM. HEK293 TREx D2 cells, calcium flux, dopamine EC80. AID 485344. hit rate 2% among 340,000; in the data active means inhibition above about 30%; further: 0% is about no effect
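Antagonism is scored as inhibition of an EC80 dopamine-evoked calcium signal in a force-coupled, tetracycline-inducible HEK293 T-REx D2 line, with compound present 180 s before agonist.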
D1 PAM: potentiators of human D1 dopamine receptor | HEK293 TREx D1 cells, calcium flux, dopamine EC20 potentiation | potentiation, % at 10 µM | hit rate 0.036% among 360,000 | AID 504651; in the data active means potentiation above about 30%; further: 0% is about no effect
RXFP1 antag: RXFP1 (human) relaxin receptor antagonism | HEK293-RXFP1, relaxin-stimulated cAMP HTRF, 30 min; hits give low values | activity change, negative = inhibition, % at 57.5 µM | hit rate 0.59% among 350,000 | AID 1259400;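 active means activity change of -60% or lower, but not beyond a set lower limit; inconclusive means change between -60% and -40%, or beyond the set limit; inactive means change above -40%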; further: on the % scale 0 is the no-effect control and ±100 the full control effect
RXFP1 agonist: agonists of human relaxin receptor RXFP1; Q9HBX9; HEK293T-RXFP1 cAMP TR-FRET, 30 min; response scale: percent of porcine relaxin response, buffer zero; Potency, µM (highest dose often 57.5 µM), for the others: top-dose activation, most hits filed as activators; hit rate 0.3% among 370,000; active means well fitted activation curve with a large enough effect; inconclusive means small, poorly fitted or top-dose-only effect; further: potency means the concentration at half of the fitted maximal effect; on the % scale 0 is the no-effect control and ±100 the full control effect; nearly all actives have a fitted effect of over 60% in size; many of its hits are not listed in these tables
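HEK293T cells stably expressing RXFP1 were pretreated with the PDE4 inhibitor Ro 20174, exposed to compounds for 30 min at 37C, lysed, and cAMP was read by TR-FRET. Data normalized to buffer (basal) and 29 nM porcine relaxin (100%).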
* = called active by the depositor; ? = inconclusive; · = no result given. An excerpt; rates above refer to the full screens.

(1) CN(C)c1ccc(/C=C(/NC(=O)c2ccccc2)C(=O)NCCCn2ccnc2)cc1
(2) COC(=O)CCC(=O)Nc1ccccc1C(=O)Nc1ccccc1
(3) Cc1ccccc1NC(=O)OCc1cn(-c2ccc(Cl)cc2)nn1
(4) CCOC(=O)c1nn(-c2ccccc2)c2nc(-c3ccc(OC)cc3)c(C#N)c(=O)n12
(5) Cc1ccc(C(=O)O)cc1NC(=S)NC(=O)c1ccc([N+](=O)[O-])cc1Cl
(6) O=C(OCc1nc2scc(-c3ccccc3)c2c(=O)[nH]1)c1cc([N+](=O)[O-])ccc1Cl
(7) O=C(OCC(=O)c1ccc[nH]1)C1=COCCO1
(8) O=C(COC(=O)C1CCN(S(=O)(=O)c2ccc3c(c2)OCCO3)CC1)Nc1ccccc1OC(F)F
Screen / compound no.	1	2	3	4	5	6	7	8
D1 ag	34*	3	2	-1	4	3	5	5
TRHR enhancer	0	-2	-5	-4	-7	-1	3	-3
D2 agonist	2.9	0.2	0.4	1.3	0.6	0.1	-0.8	6.5
D1 antag	-15	6	8	12	-6	0	6	-13
D2 PAM	-3	6	6	3	-6	8	-9	0
D2 antagonist	6	26	-5	3	19	-8	-13	-4
D1 PAM	-1	-1	8	-2	-2	-7	-3	9
RXFP1 antag	2	-20	3	·	-7	-10	1	4
RXFP1 agonist	-6.3%	0.1%	1.7%	7.6%	2.4%	1.2%	0.6%	0.0%

With a hit mark in D1 ag, of those listed so far:
No.	SMILES	D1 ag	TRHR enhancer	D1 antag	D2 PAM	D2 antagonist	D1 PAM	RXFP1 antag
1	CN(C)c1ccc(/C=C(/NC(=O)c2ccccc2)C(=O)NCCCn2ccnc2)cc1	34*	0	-15	-3	6	-1	2

The main list resumes, repeating the 3 entries before the break.
(6) O=C(OCc1nc2scc(-c3ccccc3)c2c(=O)[nH]1)c1cc([N+](=O)[O-])ccc1Cl
(7) O=C(OCC(=O)c1ccc[nH]1)C1=COCCO1
(8) O=C(COC(=O)C1CCN(S(=O)(=O)c2ccc3c(c2)OCCO3)CC1)Nc1ccccc1OC(F)F
(9) COCCN1Cc2cccc(C(=O)NC3CCCCCC3)c2C1=O
(10) CC(C)c1ccc(N=C2N=C(N)c3ccccc32)cc1
(11) Cc1ccc(C)c(S(=O)(=O)NCC(c2ccco2)N2CCc3ccccc3C2)c1 (configuration not stated)
(12) Cc1cccc2sc(NC(=O)CSc3cn[nH]n3)nc12
(13) O=C(Nc1ccon1)C12CC3CC(C1)CC(n1cnc([N+](=O)[O-])n1)(C3)C2
(14) COc1ccccc1CN(CC(=O)NCC1CCCO1)C(=O)CNS(=O)(=O)c1ccc(C)cc1 (configuration not stated)
(15) Nc1c(C(=O)NCc2ccco2)sc2nc3c(cc12)C(=O)CCC3
(16) CCCc1nn2c(=O)cc(COC(=O)c3cccs3)nc2s1
Screen / compound no.	6	7	8	9	10	11	12	13	14	15	16
D1 ag	3	5	5	-1	0	6	9	1	1	-1	7
TRHR enhancer	-1	3	-3	2	-13	-4	-5	-4	21	-10	3
D2 agonist	0.1	-0.8	6.5	0.4	-0.3	-0.9	1.2	-0.7	-0.1	1.7	-0.2
D1 antag	0	6	-13	-7	-12	12	-20	3	-12	0	6
D2 PAM	8	-9	0	15	8	1	-5	7	22	·	2
D2 antagonist	-8	-13	-4	7	-11	17	0	-14	8	25	·
D1 PAM	-7	-3	9	-4	2	-6	·	0	0	-8	-5
RXFP1 antag	-10	1	4	2	-4	17	4	5	3	6	·
RXFP1 agonist	1.2%	0.6%	0.0%	0.0%	0.7%	0.3%	1.0%	3.6%	0.5%	0.5%	17%

(17) CC(C)(C)NC(=O)Cn1c(SCC(=O)NC2CCCCC2)nc2ccccc21
(18) CCCCn1cnc2c1c(=O)[nH]c(=O)n2CCCC
(19) c1ccc(N2CCN(Cc3cnc(N4CCOCC4)s3)CC2)cc1
(20) O=C(Nc1ccc(F)cc1)Nc1ccc(N2CCOCC2)c2nonc12
(21) CC(=O)Nc1ccccc1-c1nc2ccccc2n(Cc2cccc(Br)c2)c1=O
(22) CC(C)NC(=O)CSc1nnc(-c2ccncc2)n1-c1ccccc1
(23) CC1(c2ccccc2Br)NC(=O)N(CC(=O)Nc2ccc(S(N)(=O)=O)cc2)C1=O (configuration not stated)
(24) COc1ccc(-c2ccc3nnc(SCC(=O)N4CCCC4)n3n2)cc1
Screen / compound no.	17	18	19	20	21	22	23	24
D1 ag	1	1	5	2	3	-2	6	1
TRHR enhancer	2	0	-4	-7	-2	1	-3	4
D2 agonist	0.8	0.4	63*	-2.6	·	·	0.2	-0.1
D1 antag	-2	-14	-15	-2	-24	4	0	-9
D2 PAM	-1	3	-40	0	-23	10	5	14
D2 antagonist	-9	-7	38*	1	·	·	-14	7
D1 PAM	5	3	3	-4	-5	-3	-7	-1
RXFP1 antag	7	4	-14	-22	7	3	-1	-6
RXFP1 agonist	-0.1%	0.0%	-1.5%	-0.2%	2.6%	0.6%	1.3%	4.9%

(25) CCC(=O)Nc1cc(C)c(NC(=O)C23CC4CC(CC(C4)C2)C3)cn1
(26) CCOC(=O)c1cccc(NC(=O)Cn2cnc3nc4c(cc3c2=O)CCCC4)c1
(27) CCOc1ccccc1CNS(=O)(=O)c1cc(-c2onc(C)c2C)ccc1OC
(28) CCOC(=O)c1c(C)nn(-c2ccc(NC(=O)c3c(C)noc3C)cc2)c1C
(29) CCc1c(C)nc(SCC(=O)N2CC(C)OC(C)C2)[nH]c1=O (configuration not stated)
(30) COc1ccc(OC)c(NC(=O)Cn2c(=O)oc3cc(S(=O)(=O)NCc4ccccc4)ccc32)c1
(31) CCOC1(OCC)N=C(N)C2(C#N)C(c3cccc(C)c3)C12C#N (configuration not stated)
(32) CCN(C(=O)/C=C/c1ccc(OC)cc1)C1CCCCC1
Screen / compound no.	25	26	27	28	29	30	31	32
D1 ag	3	1	7	5	2	6	0	0
TRHR enhancer	-5	11	0	10	8	1	1	-10
D2 agonist	2.0	-1.0	0.1	0.1	0.1	0.0	0.1	0.2
D1 antag	-3	18	-9	-1	8	-8	-82*	2
D2 PAM	-6	-4	-8	0	4	4	-1	-9
D2 antagonist	-24	·	·	-7	6	·	-1	23
D1 PAM	4	1	-4	-3	2	6	-2	-6
RXFP1 antag	-2	-26	-13	-8	-2	-22	6	-11
RXFP1 agonist	2.3%	6.3%	-1.0%	5.8%	0.8%	0.1%	-0.9%	1.8%

(33) COc1cc(/C=C2/C(=N)N3C(=NC2=O)SN=C3S(=O)(=O)C(C)C)ccc1OS(=O)(=O)c1ccccc1
(34) COc1ccc(CN2CCN(c3ccccc3OC)CC2)c(OC)c1
(35) COc1ccc(/C=N/n2cnc3c(sc(=S)n3-c3ccccc3)c2=O)cc1
(36) CCOc1ccc(NC(=O)CCSc2nc(-c3ccc4c(c3)OCO4)cc(C(F)(F)F)n2)cc1
(37) NC(=O)CN(N=Nc1cccc([N+](=O)[O-])c1)c1cccc([N+](=O)[O-])c1
(38) COc1ccc(CCNC(=O)C2=C(C)C(=O)OC23CCCCC3)c(OC)c1
(39) CCOc1cccc(-c2c(C(=O)N/N=C/c3ccc(C)s3)nnn2-c2nonc2N)c1
(40) Cc1ccccc1NC(=O)/C(C#N)=C/c1ccc(Cl)cc1Cl
Screen / compound no.	33	34	35	36	37	38	39	40
D1 ag	1	4	-1	1	1	0	25	0
TRHR enhancer	-4	-3	10	6	-8	-1	3	4
D2 agonist	0.6	0.2	0.1	-0.1	0.8	-0.2	0.7	·
D1 antag	11	-46*	7	12	-9	10	4	3
D2 PAM	14	-21	3	5	-3	-3	6	5
D2 antagonist	2	91*	-28	·	5	·	3	·
D1 PAM	-2	4	2	-4	-2	-3	8	-1
RXFP1 antag	·	3	-9	·	2	0	-4	·
RXFP1 agonist	0.7%	-0.7%	-1.6%	?	1.0%	0.0%	-0.3%	0.1%

(41) OCC[C@@H]1C[C@@H](O)[C@H](O)[C@]2(CCc3ccccc3CO2)O1
(42) COc1ccc(C(=O)Nc2cccc3c2C(=O)NC3=O)cc1S(=O)(=O)N1CCOCC1
(43) O=C1CC(NCc2ccncc2)C(=O)N1c1ccc(Cl)cc1 (configuration not stated)
(44) CC(=O)Nc1ccc(SCC(=O)c2cc(C)ccc2C)cc1
(45) CC(C)CN(C(=O)COc1ccc(Br)cc1C=O)C1CCS(=O)(=O)C1 (configuration not stated)
(46) COc1ccc(Cc2nc3ccc(C(=O)NCc4ccc(OC)cc4OC)cc3o2)cc1
(47) COc1ccc(-c2ccc(-c3noc(-c4ccccc4F)n3)c(OC)n2)cc1
(48) Cc1cc(C)cc(NC(=O)[C@H](NC(=O)[C@@H]2Cc3ccccc3CN2)c2ccccc2)c1
Screen / compound no.	41	42	43	44	45	46	47	48
D1 ag	0	1	3	11	2	10	0	8
TRHR enhancer	-10	7	12	5	14	2	1	8
D2 agonist	0.6	0.5	0.6	2.1	·	1.2	1.6	0.1
D1 antag	-15	5	15	-1	-2	-3	-12	7
D2 PAM	7	6	-5	11	·	13	11	-20
D2 antagonist	20	18	4	14	·	·	-7	40*
D1 PAM	-7	4	-2	-8	0	-1	-3	2
RXFP1 antag	·	-21	-6	-7	-7	·	-12	-8
RXFP1 agonist	-4.2%	?	1.4%	-2.3%	2.0%	-1.3%	3.8%	-0.5%
